Source: PubChem BioAssay (National Center for Advancing Translational Sciences (NCATS))
GALK inh = blocks human galactokinase activity. Purified GALK, Kinase-Glo residual ATP luminescence. Potency, µM (titrated, usually from 57.5 µM), inactives show at the highest dose activity change, negative = inhibition, most hits filed as inhibitors. actives 0.007% (n = 270,000). AID 1868; note: potency is the fitted concentration of half-maximal effect; % is set by controls: 0 for no effect and ±100 for the full control effect
Target sequence (P51570 whole entry, looked up): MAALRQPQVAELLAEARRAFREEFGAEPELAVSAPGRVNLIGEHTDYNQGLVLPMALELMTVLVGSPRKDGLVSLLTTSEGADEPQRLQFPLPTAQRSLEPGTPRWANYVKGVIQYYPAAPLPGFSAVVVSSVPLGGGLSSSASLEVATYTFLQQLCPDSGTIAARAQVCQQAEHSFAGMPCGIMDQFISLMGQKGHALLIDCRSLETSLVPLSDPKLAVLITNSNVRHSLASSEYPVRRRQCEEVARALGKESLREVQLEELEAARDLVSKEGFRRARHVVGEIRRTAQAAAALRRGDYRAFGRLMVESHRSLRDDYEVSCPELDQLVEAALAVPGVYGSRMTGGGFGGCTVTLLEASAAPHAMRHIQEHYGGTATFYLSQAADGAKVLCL
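GALK at 5 nM final was combined with compound, 35 uM ATP and 100 uM galactose in HEPES pH8.0 with MgCl2 and DTT. The reaction ran one hour at room temperature before luminescent ATP detection.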
MBNL1 CUG block = MBNL1-poly(CUG) RNA binding inhibition; TR-FRET MBNL1-His/biotin-(CUG)12 binding, 665/545 ratio; actives 0.036% (n = 280,000); Q9NR56; Potency, µM (series often up to 57.5 µM), inactives show at the top dose activity change, negative = inhibition, most hits filed as inhibitors; active = well fitted inhibition curve with a large enough effect in the signal ratio, with a control signal flat, not every such curve was filed as active; inconclusive = small, poorly fitted or top-dose-only effect, or effect the other way, or a change in a side signal; inactive = no such curve, though single readings can be large or run the other way; the % refers to the signal ratio; note: potency is the fitted concentration of half-maximal effect; % is set by controls: 0 for no effect and ±100 for the full control effect
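TR-FRET between His-tagged MBNL1 and biotin-(CUG)12 RNA, detected with Tb anti-His antibody (0.055 ng/ul) and streptavidin-XL665 (5 nM), 60 min at room temperature. Compounds titrated 92 nM to 58 uM; 665/545 nm ratio normalized to buffer and complex controls.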
Integrin act MD = activates integrin-mediated alleviation for muscular dystrophy; alpha7betagal myoblasts, beta-gal FDG fluorescence, 48 h; Potency, µM (titrated, usually from 38.3 µM), without a hit: at the top dose activation, actives largely listed as activators; actives 0.064% (n = 350,000);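 note: potency is the fitted concentration of half-maximal effect; 100% = response of the positive control SU9516; nearly all actives have a fitted effect of over 60% in size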
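alpha7betagal+/- myoblasts (passage 13, 250/well) treated 48 h at 37C with compounds at 1:260 dilution of DMSO stock. Lysed, then beta-galactosidase activity read as FDG fluorescence (ex 480/em 540) after 30 min, with pre-read for autofluorescence.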
A-T KAP1 phos = potential ataxia-telangiectasia treatment; […] A-T fibroblasts, KAP-1 phosphorylation AlphaLISA; neocarzinostatin DNA damage 30 min before lysis; Potency, µM (titrated, usually from 57.5 µM), without a hit: at the top dose activation, actives largely listed as activators; actives 0.19% (n = 320,000); AID 485349; note: potency is the fitted concentration of half-maximal effect; % of control where 0% means no effect; nearly all actives have a fitted effect of over 45% in size
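ATM-like activity read as KAP-1 phosphorylation via AlphaLISA donor/acceptor antibody pairs after lysis and 6 hr at 25C. Cells were ATM-null patient fibroblasts ([…], hTERT), dosed 60 min, then exposed to the DSB inducer NCS for 30 min.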
FBPA coupling cs = counter-screen for Giardia aldolase inhibitors: coupling enzyme system; activity change, negative = inhibition, % at 58.2 µM, hits read low; actives 0.67% (n = 290,000); coupling enzyme system counterscreen, AmpLite Red fluorescence; in the data active = activity change below about -30%; note: % is set by controls: 0 for no effect and ±100 for the full control effect
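Fluorescence at 525 nm excitation and 598 nm emission measured inhibition of the coupled detection system without aldolase. Compounds (at 57.5 uM final) were preincubated 10 min at room temperature with coupling enzyme reagent before a 20 min substrate/AmpLite Red step.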
hERG WT inh = inhibitors of human wildtype KCNH2 potassium channel; U2OS, BacMam KCNH2, thallium flux FluxOr; stronger effect = lower value; activity change, % at 1.84 µM; actives 0.37% (n = 340,000);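 active = maximum activity change below -70%; inconclusive = maximum activity change between -70% and -50%; inactive = maximum activity change above -50%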; note: % is set by controls: 0 for no effect and ±100 for the full control effect
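U2OS cells transduced with wild-type KCNH2 virus are loaded with FluxOr dye for 45 min, and thallium flux is measured in kinetic reads before and after stimulation buffer. Rate constants are normalized to DMSO controls.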
KCNH2 3.1 inh = KCNH2 3.1 (human) potassium channel inhibition; activity change, % (tested at about 1.8 µM); U2OS KCNH2 3.1, thallium flux FluxOr; stronger effect = lower value; actives 0.95% (n = 340,000);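 active = maximum activity change below -70%; inconclusive = maximum activity change from -70% to -50%; inactive = maximum activity change above -50%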;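 note: thallium influx rate constant from kinetic fluorescence after stimulation buffer; % is set by controls: 0 for no effect and ±100 for the full control effect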
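We transduce U2OS cells with the mutant 3.1 virus, culture them overnight, load FluxOr with Red40 quencher for 45 min, then add stimulation buffer and read kinetically for 2 min to derive a normalized rate constant.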
TRPV1 ag = human TRPV1 agonism; AID 540275; actives 0.19% (n = 320,000); Q8NER1; TRPV1-expressing cells, Fluo-8 calcium influx, agonist mode; activation, % at 8.33 µM; in the data active = activation above about 80%; inconclusive = between about 30% and that limit; note: 0% is about no effect
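TRPV1-expressing cells were cultured overnight at 35.5C and loaded with Fluo-8 calcium dye for 40 to 90 min at room temperature. After a 10 s baseline, compound was added and calcium influx was read kinetically for 3 min (ex 480/em 520 nm).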
S-ASM inh = inhibitors of human secretory acid sphingomyelinase; P17405; placental ASM, HMU-PC fluorogenic substrate, 60 min; Potency, µM (series often up to 57.5 µM), without a hit: at the highest dose activity change, negative = inhibition, most hits filed as inhibitors; actives 0.006% (n = 340,000); AID 504937; note: potency is the fitted concentration of half-maximal effect
Target sequence (P17405 47-631 limits assumed): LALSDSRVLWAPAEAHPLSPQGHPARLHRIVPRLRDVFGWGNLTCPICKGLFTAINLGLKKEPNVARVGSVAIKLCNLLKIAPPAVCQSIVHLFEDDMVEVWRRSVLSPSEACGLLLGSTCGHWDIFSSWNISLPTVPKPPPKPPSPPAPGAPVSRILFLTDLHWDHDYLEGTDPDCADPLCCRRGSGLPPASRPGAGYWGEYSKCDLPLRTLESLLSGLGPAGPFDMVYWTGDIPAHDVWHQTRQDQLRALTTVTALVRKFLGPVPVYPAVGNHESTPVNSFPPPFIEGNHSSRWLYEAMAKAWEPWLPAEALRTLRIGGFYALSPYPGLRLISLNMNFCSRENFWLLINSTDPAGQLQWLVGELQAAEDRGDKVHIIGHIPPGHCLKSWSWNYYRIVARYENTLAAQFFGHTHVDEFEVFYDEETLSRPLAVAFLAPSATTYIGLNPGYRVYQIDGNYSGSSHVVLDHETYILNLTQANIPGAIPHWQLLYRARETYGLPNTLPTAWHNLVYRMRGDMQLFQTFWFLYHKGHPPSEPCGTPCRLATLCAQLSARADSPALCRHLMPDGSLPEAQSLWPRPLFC
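Steps: dispense placental human ASM, pin compound, wait 10 min at room temperature, add HMU-PC0 substrate at 9 uM final, incubate 60 min at 37 °C, add stop solution raising pH to 10, read fluorescence.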
CXXC DNA block = blocks binding of human MLL CXXC domain to DNA. MLL-CXXC / FITC-HOXA9 DNA fluorescence polarization. Potency, µM (doses to about 115 µM), for inactives: at the top dose activity change, negative = inhibition, actives largely listed as inhibitors. actives 0.037% (n = 290,000); active = well fitted inhibition curve with a large enough effect in the polarisation, with a control signal flat, not every such curve was filed as active; inconclusive = small, poorly fitted or top-dose-only effect, or effect the other way, or a change in a side signal; inactive = no such curve, though single readings can be large or run the other way; the % refers to the polarisation; note: potency is the fitted concentration of half-maximal effect
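Steps: dispense CXXC domain solution (7 uM) → pin compounds or unlabeled HOX-A9 DNA control → 5 min ambient → add FLSN-HOX-A9 solution (50 nM) → spin → 30 min ambient → fluorescence polarization. Tris pH 7.5/NaCl/DTT/BSA buffer.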
An asterisk follows results filed as active; [ ] = another dose, or the depositor's remark. Unless noted, calls come from the whole dose curve; as a rule, active = well fitted curve in the direction sought with a large enough effect; inconclusive = small, poorly fitted or top-dose-only effect, or another doubt; inactive = no such curve, though single readings can be large; an effect the other way counts as inactive or inconclusive.

For CC1=C(C(=O)Nc2ccccc2)C(c2ccco2)NC(=S)N1 (stereo not drawn) the results were MBNL1 CUG block 1%, Integrin act MD 2%, A-T KAP1 phos 11%, FBPA coupling cs -1, hERG WT inh -1, KCNH2 3.1 inh -5, TRPV1 ag -2, S-ASM inh 3% and CXXC DNA block 1%.
Screening CCc1cc(CNC(=O)c2ccc(OC)c(OC3CCN(C(C)C)CC3)c2)on1 returned GALK inh -2%, MBNL1 CUG block -6%, Integrin act MD 24%, A-T KAP1 phos 2%, FBPA coupling cs -1, hERG WT inh 4, KCNH2 3.1 inh -1, TRPV1 ag -2 and CXXC DNA block -1%.
COc1ccc(CNC(=O)NC2CCCCC2)cc1 was read as GALK inh 2%, MBNL1 CUG block 0%, Integrin act MD -1%, A-T KAP1 phos 4%, FBPA coupling cs 0, hERG WT inh 10, KCNH2 3.1 inh 0, TRPV1 ag 7, S-ASM inh 4% and CXXC DNA block -8%.
For Cc1ccc(S(=O)(=O)Nc2ccc(NC(=O)c3cccs3)cc2)cc1 the results were GALK inh -6%, MBNL1 CUG block 9%, Integrin act MD 10%, A-T KAP1 phos -3%, FBPA coupling cs -5, hERG WT inh 3, KCNH2 3.1 inh 8, TRPV1 ag -6, S-ASM inh -4% and CXXC DNA block 8%.
`Cc1cccc(OCCCC(=O)Nc2ccc(S(N)(=O)=O)cc2)c1C` gave GALK inh 3%, MBNL1 CUG block -17%, Integrin act MD 13%, A-T KAP1 phos 8%, FBPA coupling cs 1, hERG WT inh -2, KCNH2 3.1 inh -6, TRPV1 ag inconclusive, S-ASM inh 0% and CXXC DNA block 10%.
CN1C(=O)NC(c2ccc(O)cc2)C2=C1CN(c1ccccc1)C2=O (stereo not drawn) was read as MBNL1 CUG block -1%, Integrin act MD -25%, A-T KAP1 phos -6%, FBPA coupling cs 1, hERG WT inh 9, KCNH2 3.1 inh -6, TRPV1 ag -5, S-ASM inh 3% and CXXC DNA block 9%.
Screening Cc1cc(S(=O)(=O)N2CCCc3ccccc32)ccc1-n1cnnn1 returned GALK inh 7%, MBNL1 CUG block -7%, Integrin act MD 2%, A-T KAP1 phos 1%, FBPA coupling cs -2, hERG WT inh 6, KCNH2 3.1 inh -1, TRPV1 ag 7, S-ASM inh -3% and CXXC DNA block -3%.
For COc1ccc(-c2cccc(C(=O)Nc3ccc(C)cc3)c2)cc1 the results were GALK inh -1%, MBNL1 CUG block 3%, Integrin act MD 1%, A-T KAP1 phos 8%, FBPA coupling cs -2, hERG WT inh -8, KCNH2 3.1 inh -14, S-ASM inh -9% and CXXC DNA block 23%.
For COc1ccccc1NC(=O)CC(=O)CSc1nnc(-c2ccc(C)cc2)n1-c1ccccc1 the results were GALK inh 2%, Integrin act MD 11%, A-T KAP1 phos -3%, FBPA coupling cs 7, hERG WT inh 2, KCNH2 3.1 inh 12, TRPV1 ag 1, S-ASM inh -2% and CXXC DNA block -2%.
Screening C/C(=N/NC(=O)c1ccc(Cn2cccn2)o1)c1cccc(NC(=O)c2ccncc2)c1 returned GALK inh 5%, MBNL1 CUG block 11%, Integrin act MD -13%, A-T KAP1 phos -2%, FBPA coupling cs -1, hERG WT inh 3, KCNH2 3.1 inh -19, TRPV1 ag 2, S-ASM inh -2% and CXXC DNA block -12%.
Screening O=C(Nc1ccc(Cl)cc1)N1CC=CCC1 returned GALK inh 0%, MBNL1 CUG block -1%, Integrin act MD -1%, A-T KAP1 phos -6%, FBPA coupling cs 1, hERG WT inh -11, KCNH2 3.1 inh 3, TRPV1 ag inconclusive, S-ASM inh 1% and CXXC DNA block 3%.
For O=C(Nc1cccc2ccccc12)N1CCOCC1 the results were GALK inh -1%, MBNL1 CUG block 4%, Integrin act MD -13%, A-T KAP1 phos -1%, FBPA coupling cs -6, hERG WT inh 10, KCNH2 3.1 inh 1, TRPV1 ag -2, S-ASM inh 3% and CXXC DNA block 0%.
Cc1cc(C)nc(NC(=O)CSc2ccccn2)n1 was read as GALK inh -2%, MBNL1 CUG block -3%, Integrin act MD -2%, FBPA coupling cs 3, hERG WT inh -5, KCNH2 3.1 inh -14, TRPV1 ag -3, S-ASM inh 5% and CXXC DNA block inconclusive.
Screening CC1CCCCC12NC(=O)N(CC(=O)NCC(=O)Nc1ccc(F)c(F)c1F)C2=O (stereo not drawn) returned Integrin act MD -8%, A-T KAP1 phos -3%, hERG WT inh 17, KCNH2 3.1 inh 9, TRPV1 ag 0 and S-ASM inh 3%.
For Cc1nn(S(=O)(=O)c2cccs2)c(C)c1Sc1ccccc1 the results were GALK inh -1%, MBNL1 CUG block -1%, A-T KAP1 phos 7%, FBPA coupling cs -19, TRPV1 ag -2 and CXXC DNA block inconclusive.
Screening CCNC(=S)NNC(=O)c1cc(C2CC2)nc2ccccc12 returned MBNL1 CUG block -4%, Integrin act MD 6%, A-T KAP1 phos -7%, FBPA coupling cs 0, hERG WT inh 6, KCNH2 3.1 inh -12, TRPV1 ag 6, S-ASM inh 5% and CXXC DNA block -3%.
`O=C1CC(Sc2ncccn2)C(=O)N1c1ccccc1` (stereo not drawn) gave GALK inh 1%, MBNL1 CUG block -4%, Integrin act MD 3%, A-T KAP1 phos -2%, FBPA coupling cs 5, hERG WT inh -1, KCNH2 3.1 inh -21, TRPV1 ag 0, S-ASM inh 1% and CXXC DNA block -7%.
Cc1cc(NC(=O)Nc2ccccc2[N+](=O)[O-])n(C)n1 was read as GALK inh 0%, MBNL1 CUG block inconclusive, Integrin act MD inconclusive, A-T KAP1 phos -7%, FBPA coupling cs 0, KCNH2 3.1 inh -12, TRPV1 ag -1, S-ASM inh -6% and CXXC DNA block 1%.
`Cc1cccc(NC(=O)c2cccc(NC(=O)c3ccco3)c2)c1C` gave Integrin act MD 10%, hERG WT inh 8, KCNH2 3.1 inh -6 and S-ASM inh -3%.
For COc1ccc(-c2cc(C(=O)Nc3cc(Cl)ccc3OC)no2)cc1 the results were GALK inh -3%, MBNL1 CUG block 1%, Integrin act MD 3%, A-T KAP1 phos -9%, FBPA coupling cs -2, hERG WT inh -9, KCNH2 3.1 inh -9, TRPV1 ag 0, S-ASM inh -1% and CXXC DNA block 9%.
For Cc1ccc(NC(=O)Nc2ccccc2C#N)c(Cl)c1 the results were GALK inh 3%, MBNL1 CUG block 4%, Integrin act MD -20%, A-T KAP1 phos -5%, FBPA coupling cs 2, hERG WT inh 5, KCNH2 3.1 inh -20, TRPV1 ag 3, S-ASM inh 69%[activator] and CXXC DNA block 7%.
Screening O=C(CC1C(=O)NCCN1Cc1cccc(C(F)(F)F)c1)NCCc1cnccn1 (stereo not drawn) returned GALK inh -3%, MBNL1 CUG block 8%, Integrin act MD -30%, A-T KAP1 phos 3%, hERG WT inh -8, KCNH2 3.1 inh -5, TRPV1 ag 0, S-ASM inh 10% and CXXC DNA block 1%.
Screening C=CCOC(=O)C1=C[C@H](C2CCCCC2)[C@@H](CCCO)[C@H](OCC)O1 returned GALK inh -2%, MBNL1 CUG block 17%, Integrin act MD -16%, A-T KAP1 phos -14%, FBPA coupling cs -14, TRPV1 ag 4, S-ASM inh 2% and CXXC DNA block -26%.
For Nc1ccccc1C(=O)NCC1(c2ccccc2)CCCC1 the results were GALK inh -2%, MBNL1 CUG block -2%, Integrin act MD -4%, A-T KAP1 phos -22%, FBPA coupling cs 3, hERG WT inh 19, KCNH2 3.1 inh -19, TRPV1 ag 28, S-ASM inh 3% and CXXC DNA block 0%.
`O=C(Cn1c(=O)[nH]c2ccccc2c1=O)N1CCN(Cc2ccc3c(c2)OCO3)CC1` gave GALK inh 11%, MBNL1 CUG block -6%, Integrin act MD 12%, A-T KAP1 phos -1%, FBPA coupling cs -1, hERG WT inh 3, KCNH2 3.1 inh -8, TRPV1 ag 1, S-ASM inh 7% and CXXC DNA block 9%.
CCCCN(CCCC)S(=O)(=O)c1ccc(NC(=O)c2cccs2)cc1 was read as GALK inh 4%, MBNL1 CUG block -6%, Integrin act MD -19%, FBPA coupling cs -1, hERG WT inh 3, KCNH2 3.1 inh -15, TRPV1 ag inconclusive, S-ASM inh -6% and CXXC DNA block 2%.
Screening CCN(C(=O)COC(=O)c1cc(-c2ccccc2)nn1-c1ccccc1)C1CCS(=O)(=O)C1 (stereo not drawn) returned GALK inh 5%, MBNL1 CUG block -1%, Integrin act MD 48%, A-T KAP1 phos 2%, FBPA coupling cs 0, hERG WT inh 5, KCNH2 3.1 inh -9, TRPV1 ag 7, S-ASM inh -3% and CXXC DNA block 14%.
